# Bioassay records as filed in PubChem BioAssay.
# NSD2 inh = NSD2 histone methyltransferase inhibitors, primary screen, biochemical, AlphaScreen, single concentration, set 2; Histone-lysine N-methyltransferase NSD2 (Homo sapiens), O96028; NSD2 peptide methylation, 120 min; inhibition, % at 12.5 µM; 310,000 tested, 0.54% active; AID 743445, 2014; in the data active means inhibition above about 50%
# SR-BI HDL uptake = inhibitors of SR-BI mediated HDL lipid uptake, primary screen, ldlA[mSR-BI] cells, fluorescence, single point. ldlA[mSR-BI] CHO cells, DiI-HDL uptake fluorescence, 3 h. AID 488896, 2010. Scavenger receptor class B member 1 (Mus musculus), Q61009. inhibition, % at 12.5 µM. 320,000 tested, 0.96% active;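 active means mean replicate inhibition of at least 70% and a set share of replicates each scoring 70 or more; inconclusive means meets just one of the two criteria; inactive means fails both criteria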;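 further: 0% = median of neutral control wells and 100% = median of positive control wells; values of inactives mirror those of a sister screen read the other way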
# Target sequence (Q61009 whole entry, looked up): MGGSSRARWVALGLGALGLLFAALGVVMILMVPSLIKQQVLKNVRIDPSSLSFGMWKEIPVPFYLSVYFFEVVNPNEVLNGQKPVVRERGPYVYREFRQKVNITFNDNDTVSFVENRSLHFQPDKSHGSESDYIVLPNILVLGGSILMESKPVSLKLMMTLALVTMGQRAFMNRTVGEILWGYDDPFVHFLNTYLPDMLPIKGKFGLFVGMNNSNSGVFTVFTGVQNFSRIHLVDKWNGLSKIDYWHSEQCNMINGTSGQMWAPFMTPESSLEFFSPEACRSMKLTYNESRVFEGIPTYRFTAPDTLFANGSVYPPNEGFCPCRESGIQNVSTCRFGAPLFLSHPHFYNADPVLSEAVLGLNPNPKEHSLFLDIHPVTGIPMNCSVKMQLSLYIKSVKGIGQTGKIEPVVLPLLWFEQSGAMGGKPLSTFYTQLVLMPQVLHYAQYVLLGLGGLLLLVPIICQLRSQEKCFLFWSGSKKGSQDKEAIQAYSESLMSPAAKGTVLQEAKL
# PvdQ inh = P. aeruginosa PvdQ acylase inhibitors, primary screen, biochemical, fluorescence, plate reader and imaging, single point. AID 488965, 2010. purified PvdQ acylase. 340,000 tested, 0.063% active. inhibition, % at 10 µM; in the data active means inhibition above about 30%, passing the limit was not always enough; inconclusive means no clear call, values can overlap the other calls;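 further: 0% = vehicle neutral wells and 100% = reference inhibitor wells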
# SR-BI DiI-HDL act = activators of SR-BI mediated DiI-HDL uptake, primary screen, ldlA[mSR-BI] CHO cells, DiI fluorescence; AID 504775, 2011; activation, % at 12.5 µM; 3 h; 100 = double the neutral-control signal; 320,000 tested, 0.096% active;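 active means mean replicate activation of at least 60% and every replicate at or above 60%; inconclusive means mean or all-replicate condition met, but not both; inactive means mean below 60% and not all replicates reaching 60%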;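 further: 0% = median plate neutral-control signal and 100% = twice that signal; values of inactives mirror those of a sister screen read the other way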
#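 Material: SR-BI-overexpressing, LDLR-lacking CHO cells; schedule: compound exposure 3 h, 37 °C; reagent: DiI-labelled HDL at 10 µg/mL final; technique: bottom-read fluorescence, 550/595 nm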
# Arr AP2 block = inhibitors of beta-arrestin/AP2 binding, primary screen, biochemical, GPCR trafficking, flow cytometry; inhibition, % at 10 µM; AID 504490, 2011; 340,000 tested, 0.31% active; FITC-arrestin peptide / GST-AP2 beads; AP2 beta2 appendage carries R879A mutation; beta-arrestin 1 C-terminal peptide binding to AP2 beta2-adaptin appendage (human);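 active means inhibition above a set limit, near 3 SD of compounds lacking own fluorescence, cut at about 54% in these data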;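 further: plate controls were DMSO wells for no effect and 5 µM unlabelled arrestin peptide for full effect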
#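 Measured by: flow cytometry, FL1 (488/535 nm); Material: AP2 appendage R879A on GSH beads; Evaluation: percent response; Timing: pre-incubation 12 min, peptide binding 1 h, room temperature; Also added: 50 nM FITC-arrestin peptide; Medium: PBS with 0.05% Tween 20 and 0.1% BSA.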
# LANA DNA inh = inhibitors of KSHV C-LANA binding to DNA, primary screen, biochemical, fluorescence polarization, FAM-LBS DNA, MBP-C-LANA, single point | 340,000 tested, 0.078% active | inhibition, % at 9 µM | AID 504423, 2011 | Kaposi's sarcoma herpesvirus LANA C-terminal domain (residues 932-1162) DNA binding;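 active means highest replicate inhibition at or above 60% at 9 µM, even if other replicates fall short; inactive means all replicates below 60% inhibition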;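 further: 0% = neutral control wells and 100% = 4 µM acridine orange control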
# Keap1-Nrf2 PPI = Keap1-Nrf2 protein-protein interaction inhibitors, primary screen, biochemical, fluorescence polarization, single point. inhibition, % at 9.4 µM. Keap1 Kelch-Nrf2 peptide fluorescence polarization, 1536-well. 340,000 tested, 0.15% active; in the data active means inhibition above about 12%; inconclusive means no clear call, values can overlap the other calls; inactive means below about 7.3%;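 further: human Keap1 Kelch domain with fluorescein labeled Nrf2 9mer peptide probe; 0% = neutral control wells and 100% = peptide positive control; higher means more block of Keap1 binding to Nrf2 peptide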
# DAGLB inh = DAGLB lipase inhibitors, primary screen, biochemical, fluorescence, HTS | HEK293T DAGLB membrane lysate, EnzChek fluorogenic substrate | Diacylglycerol lipase-beta (Homo sapiens), Q8NCG7 | inhibition, % at 5.17 µM | 340,000 tested, 0.059% active; in the data active means inhibition above about 34%;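 further: 0% = enzyme with vehicle and 100% = wells lacking enzyme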
# PKA-R2B activ = activators of PKA-R2B holoenzyme, primary screen, biochemical, fluorescence polarization, Cy5-IP20, human; cAMP-dependent protein kinase catalytic subunit beta (Homo sapiens) + cAMP-dependent …; PKA-R2B holoenzyme dissociation; R2B truncated from residue 108, S112A mutant; 0% DMSO only, 100% 113 µM cGMP; activation, % at 11.4 µM; 340,000 tested, 0.079% active; AID 504700, 2011;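 active means activation above a cutoff set at the mean over all compounds plus 3 SD, cut at about 18% in these data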;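 further: higher means more holoenzyme dissociation and a rise in polarization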
# Target sequence (P31323 whole entry, looked up, other chains not shown, the tested form may be a part): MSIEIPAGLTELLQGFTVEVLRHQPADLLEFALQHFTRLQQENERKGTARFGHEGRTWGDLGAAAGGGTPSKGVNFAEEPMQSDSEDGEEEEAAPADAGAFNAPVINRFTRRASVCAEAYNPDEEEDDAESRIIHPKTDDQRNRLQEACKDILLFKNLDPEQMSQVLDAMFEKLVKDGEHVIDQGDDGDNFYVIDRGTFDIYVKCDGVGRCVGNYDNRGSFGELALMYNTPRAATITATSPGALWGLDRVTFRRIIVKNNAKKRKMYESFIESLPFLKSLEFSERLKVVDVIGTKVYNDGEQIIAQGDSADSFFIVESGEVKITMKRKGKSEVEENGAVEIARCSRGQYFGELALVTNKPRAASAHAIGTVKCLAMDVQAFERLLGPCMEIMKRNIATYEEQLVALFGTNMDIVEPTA
# RTF Ca sens inh = cardiac RTF calcium sensitivity inhibitors, primary screen, biochemical, IANBD-TnC fluorescence, EC70 calcium; AID 493244, 2011; inhibition, % at 7.15 µM; IANBD-labeled cardiac RTF, Ca2+ fluorescence; Troponin I, cardiac muscle (Homo sapiens) + Troponin T, cardiac muscle (Homo sapiens) + …; 340,000 tested, 0.12% active;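 active means inhibition above the mean inhibition of all tested compounds plus 3 SD, cut at about 17% in these data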;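 further: assay run at fixed EC70 calcium of 1.6 mM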
# * hit, by the source's call; ? = inconclusive; . = no result given.
# Second line of a record – NSD2 inh	SR-BI HDL uptake	PvdQ inh	SR-BI DiI-HDL act	Arr AP2 block	LANA DNA inh	Keap1-Nrf2 PPI	DAGLB inh	PKA-R2B activ	RTF Ca sens inh
CC(C)OC(=O)c1sc2nc(-c3ccccc3)ccc2c1N
 : 0	23	-16	-23	2	0.6	-1	-8	-8	2
Cc1cc(C)cc(N(CC(=O)N2CCc3ccccc32)S(=O)(=O)c2c(C)noc2C)c1
 : .	-6	6	6	24	-0.1	-3	-4	-6	2
Cc1cc(Nc2ccc(F)cc2F)n2ncnc2n1
 : .	4	-17	-4	-1	-0.9	-2	-1	10	-9
COc1cc(C(=O)NCCNC(=O)c2cnccn2)cc(OC)c1OC
 : -3	.	-8	.	25	-1.0	0	0	1	-22
Cc1cc(C(=O)NNC(=O)c2cccs2)nn1C(C)(C)C
 : 5	-14	-4	14	33	-0.7	-32	1	4	-2
CCOC(=O)C1CCCN(C(=O)CN(c2ccc(OC)cc2)S(=O)(=O)c2c(C)noc2C)C1 (configuration not stated)
 : .	-13	-3	13	0	1.4	4	-2	12	2
CCN(CC)C(=O)Oc1cc(COC)nc(-c2ccccc2)n1
 : -6	-10	-17	10	-13	-0.8	3	.	.	.
Cc1ccc2cc(CN(C(=O)c3cccs3)c3ccccc3)c(=O)[nH]c2c1
 : -2	25	-8	-25	-29	-3.9	5	-16	2	-2
COc1cccc(OCC(=O)NC2CCS(=O)(=O)C2)c1 (configuration not stated)
 : -3	-12	-3	12	-9	0.4	1	2	7	8
Cc1noc(C)c1COc1ccc(C(=O)N2CCN(c3ccccc3O)CC2)cc1
 : 0	?	-1	-73	-5	2.7	1	4	2	-6
CCCn1c(=N)n(CC(O)c2ccc(C)cc2)c2ccccc21 (configuration not stated)
 : 2	-3	-20	3	9	-0.6	-5	4	-10	3
Cc1cc(C(=O)NCc2ccccc2Br)no1
 : -1	-6	-14	6	-2	-3.6	2	-2	-5	-2
COCCc1nc2ccc(C(=O)N3CCCCC3COC)cc2o1 (configuration not stated)
 : 1	-4	5	4	6	-0.2	-1	-2	-11	-5
Clc1cccc(NCc2nnc3n2CCCCC3)c1
 : -1	.	-10	.	9	0.1	0	-1	-2	-11
CCCN1Cc2cccc(C(N)=O)c2C1=O
 : 2	-20	-12	20	-8	-0.8	-3	-4	-1	-12
Cc1ccc(C2C3C(=O)N(c4ccccc4)C(=O)C3N3CCCN23)cc1 (configuration not stated)
 : -1	-10	-22	10	-8	0.2	-5	-1	1	-10
CCc1noc(C)c1C(=O)NNC(=O)c1ccc(Br)cc1
 : .	-28	4	28	28	-0.3	1	-2	0	6
COc1ccc(Cl)cc1NC(=O)COC(=O)CCCN1C(=O)c2ccccc2C1=O
 : -1	-21	-2	21	21	3.4	3	-2	7	-3
Cc1ccc(C(C)(C)NC(=O)C2CCC(=O)N(CCCN3CCOCC3)C2)cc1 (configuration not stated)
 : 5	-2	-15	2	14	-1.1	-3	0	-4	1
O=C(CSc1nnc(CNC(=O)c2ccco2)o1)Nc1cccc(F)c1
 : -5	-4	0	4	4	0.4	1	-1	4	-2
COc1ccc(CNCC(O)(c2ccccc2)c2ccccc2)cc1OC
 : -1	-10	1	10	-9	1.2	4	-1	-6	5
Cc1ccc(N(CC(O)CN2CCOCC2)S(=O)(=O)c2ccc([N+](=O)[O-])cc2)cc1 (configuration not stated)
 : 4	2	8	-2	3	-0.7	0	-2	-5	-2
O=c1n(-c2ccccc2)c(=O)n2n1CCCC2
 : -3	-15	-14	15	-6	-0.4	-4	-4	-12	-5
COc1ccc(N2CCN(C(=O)c3ccncc3)CC2)cc1
 : 0	-25	-8	25	-2	0.2	-5	-2	-9	-4
C=CCn1cc(C(=O)NCc2cccnc2)c(=O)c2cc(S(=O)(=O)N(CC)CC)ccc21
 : .	12	-18	-12	11	0.4	-3	1	-6	-3
Cc1nn(-c2ccccc2)c(Cl)c1C(=O)Nc1ccccc1
 : -2	38	-5	-38	5	-0.4	-1	-4	11	-4
O=C(COc1ccc2ccccc2c1)NNC(=O)Cc1ccccc1
 : -1	13	-15	-13	15	0.4	1	1	-5	-2
CCCCNC(=O)c1onc(CSc2cccc(OC)c2)c1C(=O)O
 : .	-5	-8	5	10	-1.4	-2	5	-9	0
Cc1ccccc1N1C(=O)CC(N(O)c2ccccc2)C1=O (configuration not stated)
 : 4	8	7	-8	30	0.6	-1	-1	0	-7
O=C(NC1=NCCS1)c1ccc(Cl)c(S(=O)(=O)N2CCc3ccccc32)c1
 : 4	.	-14	.	-15	-0.6	0	-5	2	-10
Cc1ccc(CC2CC(=O)N(C(Cc3ccccc3)C(=O)O)C2=O)cc1 (configuration not stated)
 : -2	-21	-4	21	10	-0.3	-3	0	-2	1
O=C(NC1CCCCC1)N1CCCC(CNS(=O)(=O)Cc2ccccc2)C1 (configuration not stated)
 : -4	-3	-6	3	9	1.3	2	1	1	-8
COc1c(C)cccc1C(=O)Nc1ccc(CN2CCCCC2)cc1
 : 0	5	-9	-5	2	0.1	-1	-2	-9	-2
CC(=O)c1cccc(CN2CCC(CO)(CCCc3ccccc3)CC2)c1
 : .	.	-14	.	8	-0.8	-1	-2	-2	0
Cc1cnc(NC(=O)c2ccc(Cl)nc2)s1
 : -5	37	9	-37	1	0.6	1	-1	-3	-7
O=C(c1cccc(S(=O)(=O)N2CCOCC2)c1)N1CCCc2ccccc21
 : -5	-6	11	6	4	-0.2	4	-3	-7	-12
O=C(c1ccc(S(=O)(=O)N2CCCCC2)cc1)N1CCN(c2ccccc2)CC1
 : 0	15	1	-15	6	-3.3	5	1	4	-1
CCOc1ccc2nc(NC(=O)c3cnc(C)cn3)sc2c1
 : -10	-12	-9	12	4	0.4	-4	-1	-7	-6
Cc1cc(SCC(=O)Nc2cccc(S(=O)(=O)NC3=NCCCCC3)c2)nc2ccccc12
 : -3	.	-2	.	21	2.9	2	0	4	1
COc1cc(/C=C/c2cc[n+](C)cc2)ccc1OCC(=O)Nc1ccccc1
 : -2	17	-17	-17	-2	-0.2	-1	1	2	-18
COC(=O)c1c(C)noc1-c1cc(C)on1
 : 0	-7	2	7	9	-0.5	-3	-6	-2	3
COC(=O)CSC1=C(C#N)C(c2ccc(C(C)C)cc2)CC(=O)N1 (configuration not stated)
 : .	-13	-8	13	-2	0.1	3	5	-1	-5
CC(C)N1CCC(N2CCN(Cc3ccc(-c4ccccc4Cl)o3)CC2CCO)CC1 (configuration not stated)
 : 11	-45	1	45	42	-1.8	-2	-1	10	-11
Nc1ccn(CC(=O)N2CCN(c3ccccn3)CC2)c(=O)n1
 : .	9	9	-9	8	3.3	-6	-1	-6	-6
COC(=O)C1=C(C)N(Cc2ccccc2)C(=NCCc2c[nH]c3ccccc23)N[C@H]1c1ccccc1
 : .	-24	-13	24	-11	2.0	-1	5	-8	-2
Oc1ccccc1Cc1c(O)ccc2ccccc12
 : .	-18	-10	18	8	-0.9	-4	0	-1	-3
COc1cc(OC)c(Cl)cc1N
 : 5	-18	-14	18	5	0.9	-4	0	1	-3
CCn1c(Cc2cccs2)nnc1SCC(=O)c1ccc(C)cc1
 : 3	14	-2	-14	-5	-2.4	-2	0	-1	-2
CCN1C(=O)[C@H]2[C@@H](c3ccc(-c4cc(C(C)=O)cs4)cc3)N3CCC[C@@]3(C(=O)OC)[C@H]2C1=O
 : .	13	-3	-13	0	0.5	4	2	-1	-16
CCN(CC)CCn1c2c(c(SCC(=O)Nc3cccc(C(C)=O)c3)nc1=O)CCCC2
 : 2	-12	14	12	-9	-1.6	-10	1	-8	4
Cc1ccc2cccc(OCc3nnc(SCC(=O)O)n3C)c2n1
 : -2	-25	-5	25	8	-0.5	-2	4	2	-8
CC1CCc2c(sc(NC(=O)c3cccs3)c2C(=O)O)C1 (configuration not stated)
 : 3	3	0	-3	0	0.1	0	9	0	-3
CC(C)(C)c1ccc(COn2ccnc2)cc1
 : 0	-15	-2	15	41	-0.9	2	0	-1	-4
COc1ccc(S(=O)(=O)NNC(=O)c2csc(-n3nc(C)cc3C(F)(F)F)n2)cc1
 : -54	4	-15	-4	-1	-0.6	-2	-3	-8	-8
Cc1cccc(C(=O)N(Cc2nc3ccccc3c(=O)[nH]2)C2CCCC2)c1
 : 1	6	2	-6	-23	-0.1	-1	-2	-1	-2
Cc1ccc(-n2[nH]c(C)c(/C=C3/C=Nc4ccccc43)c2=O)cc1C
 : 1	11	-11	-11	-3	0.1	4	18	6	-4
CCOc1ncccc1C(=O)OCC(=O)Nc1ccc(Cl)cn1
 : 0	6	-11	-6	-1	0.3	-2	-8	-5	-5
O=C(O)c1cnn2c1NC(c1ccc(F)cc1)CC2C(F)(F)F (configuration not stated)
 : -5	-27	5	27	24	-0.8	-3	0	-6	-5
CC1(C)NC(=O)N(CC(O)CN2CCOCC2)C1=O (configuration not stated)
 : -5	-4	8	4	-2	0.0	1	-1	-3	-3
COc1ccc(S(=O)(=O)N2CCOCC2)cc1NC(=O)Cc1ccc2c(c1)OCCO2
 : 4	2	7	-2	46	-0.7	-5	0	8	0
Cc1cc(C)n(CC(O)CN(c2ccccc2)S(=O)(=O)c2ccccc2)n1 (configuration not stated)
 : 0	-18	-4	18	-5	-3.3	0	-1	-3	1
CC(C)CCN1CCN(CC(c2ccccc2)c2ccccc2)CC1CCO (configuration not stated)
 : 2	-19	-16	19	6	-0.6	-2	-1	-11	1
O=S(=O)(c1ccc2nnn(OCc3ccccc3)c2c1)N1CCOCC1
 : 0	-28	-14	28	-21	-1.7	-1	1	-24	-5
